GLP1R inv ag = GLP-1 receptor (human) inverse agonism; P43220; HEK293 GLP-1R CRE-luciferase, luminescence, 24 h; GLP-1R form is constitutively active; Potency, µM (doses to about 38.3 µM), without a hit: top-dose activity change, negative = inhibition, usual class: inhibitors; actives 1.6% (n = 410,000); AID 624417; also: potency is read from the fitted curve at half-maximal effect; % is scaled to controls: 0 for no effect and ±100 for the full control effect; nearly all actives have a fitted effect of over 55% in size
Target sequence (P43220 whole entry, looked up): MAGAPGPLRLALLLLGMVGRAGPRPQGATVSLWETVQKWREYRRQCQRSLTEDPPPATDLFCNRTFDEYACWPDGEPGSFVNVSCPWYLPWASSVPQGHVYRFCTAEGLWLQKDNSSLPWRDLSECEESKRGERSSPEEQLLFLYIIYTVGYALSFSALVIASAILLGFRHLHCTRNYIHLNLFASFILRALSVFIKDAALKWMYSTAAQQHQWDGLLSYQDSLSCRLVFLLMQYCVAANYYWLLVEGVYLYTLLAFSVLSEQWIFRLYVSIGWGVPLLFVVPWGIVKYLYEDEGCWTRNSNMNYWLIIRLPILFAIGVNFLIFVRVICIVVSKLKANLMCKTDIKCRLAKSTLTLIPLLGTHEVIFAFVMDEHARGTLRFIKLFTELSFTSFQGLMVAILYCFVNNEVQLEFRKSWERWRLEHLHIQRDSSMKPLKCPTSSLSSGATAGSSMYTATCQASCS
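qHTS in 1536-well format: reporter HEK293 cells expressing constitutive GLP-1R activity in DMEM + 10% Nu serum, 24 hr with compounds at 37 deg C, luminescence read after 12 min with detection reagent.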
GLP1R ag = activates the human GLP-1 receptor; P43220; HEK293 GLP-1R CRE-luciferase, luminescence, 4-6 h; cells express a hypersensitive GLP-1R form; Potency, µM (top dose mostly 45.6 µM), for inactives: at the highest dose activation, hits mostly activators; actives 0.007% (n = 380,000); AID 624172; also: potency is read from the fitted curve at half-maximal effect; % of control where 0% means no effect
D3 ag = D3 dopamine receptor (human) agonism. P35462. D3R DiscoveRx beta-arrestin cells, luminescence, 90 min. max activation, %. actives 0.58% (n = 410,000). AID 652048; in the data active = max activation above about 30%; also: 0% is about no effect; mostly tested at two doses, the higher about 12 µM
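Agonist-mode cell screen: cells plated at 1500/well and incubated overnight at 37 °C, then exposed to library compounds for 90 min at 37 °C. Detection reagent was added for 30–60 min at room temperature, and luminescence was read.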
GLP1R cytotox = cytotoxicity counter-screen for GLP-1 receptor inverse agonists. actives 0.13% (n = 410,000). Potency, µM (series often up to 38.3 µM), without a hit: at the highest dose activity change, negative = inhibition, actives largely listed as inhibitors. HEK293 cAMP-luciferase reporter cells, luminescence, 24 h. AID 624418;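 also: loss of luciferase light is scored as toxicity; potency is read from the fitted curve at half-maximal effect; % is scaled to controls: 0 for no effect and ±100 for the full control effect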
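Here, cytotoxicity is scored as loss of luminescence. The MLSMR collection was tested on cells seeded in medium containing 10% Nu serum, with a 24 hr compound exposure preceded by 12 hours of culture.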
PLK1 PBD inh = blocks phosphopeptide binding to human PLK1 polo-box domain | Plk1 PBD binding of FITC phosphopeptide, fluorescence polarization | actives 2.8% (n = 360,000) | P53350 | Potency, µM, for inactives: max response, negative = inhibition, hits mostly inhibitors; also: potency is read from the fitted curve at half-maximal effect; series mostly up to about 57 µM; % is scaled to controls: 0 for no effect and ±100 for the full control effect; nearly all actives have a fitted effect of over 65% in size
Target sequence (P53350 whole entry, looked up, the tested form may be a part): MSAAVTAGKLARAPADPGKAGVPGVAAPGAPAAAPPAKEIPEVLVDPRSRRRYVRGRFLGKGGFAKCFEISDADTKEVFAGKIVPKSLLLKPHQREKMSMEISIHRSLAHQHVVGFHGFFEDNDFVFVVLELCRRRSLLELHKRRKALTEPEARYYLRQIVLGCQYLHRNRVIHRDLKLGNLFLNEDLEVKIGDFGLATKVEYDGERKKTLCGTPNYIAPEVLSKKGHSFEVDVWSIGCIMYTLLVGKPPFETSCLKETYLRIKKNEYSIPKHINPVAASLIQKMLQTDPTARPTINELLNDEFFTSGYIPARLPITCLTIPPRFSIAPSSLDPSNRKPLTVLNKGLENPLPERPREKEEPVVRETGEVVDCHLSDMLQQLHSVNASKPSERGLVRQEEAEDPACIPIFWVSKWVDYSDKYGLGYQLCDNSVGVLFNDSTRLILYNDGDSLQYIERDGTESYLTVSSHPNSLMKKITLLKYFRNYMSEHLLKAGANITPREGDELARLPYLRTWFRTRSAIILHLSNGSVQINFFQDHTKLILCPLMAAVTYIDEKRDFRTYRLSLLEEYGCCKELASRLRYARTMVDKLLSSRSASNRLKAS
PI5P4Ka inh = PI5P4K alpha (human) kinase inhibition; P48426; PI5P4Kalpha enzyme, ADP-Glo luminescence, 60 min; hits give low values; max response, %; actives 1.2% (n = 330,000); AID 652105; active = max response of -50% or lower; inconclusive = between -30% and -50%; inactive = -30% or higher; also: value at the top dose of about 77 µM; % is scaled to controls: 0 for no effect and ±100 for the full control effect
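Controls without substrate or without enzyme flank wells where PI5P4Kalpha converts substrate using 5 microM ATP (final). Incubation lasts 60 minutes at room temperature; ADP formed is read by ADP-Glo luminescence.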
WRN helicase inh = inhibitors of human WRN helicase; Q14191; WRN helicase unwinding, fluorescent forked duplex, kinetic; Potency, µM (series often up to 114 µM), inactives show at the highest dose activity change, negative = inhibition, usual class: inhibitors; actives 0.46% (n = 360,000); also: potency is read from the fitted curve at half-maximal effect; % is scaled to controls: 0 for no effect and ±100 for the full control effect; nearly all actives have a fitted effect of over 55% in size
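Kinetic fluorescence helicase assay: unwinding of a quenched forked DNA duplex (100 nM final) with 2 mM ATP final raises red fluorescence (525/598 nm). Compounds sat 15 min at room temperature with 20 nM WRN beforehand.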
D3 antag = blocks the human D3 dopamine receptor; D3R cells, DiscoveRx beta-arrestin luminescence, antagonist mode; hits give low values; actives 2.5% (n = 360,000); P35462; max response, negative = inhibition, %; in the data active = max response below about -50%; inconclusive = no clear call, values can overlap the other calls; also: % is scaled to controls: 0 for no effect and ±100 for the full control effect; mostly tested at two doses, the higher about 12 µM
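Cells plated overnight at 1500 cells/well, then exposed to library compounds with dopamine controls for 90 minutes at 37 degrees C. DiscoveRx reagent added for 30–60 minutes at room temperature; luminescence read, quantitative HTS format.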
IL2 activator = activators of IL-2; activation, % (series mostly up to about 46 µM); AID 652025; IL-2 activation reporter assay, cell-based qHTS; stimulated with anti-CD3/CD4/CD28 beads; in transgenic mouse T cells; actives 0.065% (n = 360,000); in the data active = activation above about 50%; inconclusive = mostly about 30% to 49%; also: 0% is about no effect
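Quantitative HTS in unstimulated transgenic mouse T cells, with memory T cells as non-tolerant control and PMA/ionomycin as tolerance-bypass control. Compound pretreatment lasted 60 minutes before 18 h bead stimulation; EGFP/DsRed fluorescence read.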
Starred values were filed as active, the others as inactive; ? = inconclusive; . = no result given; [ ] = dose if it differs, or a comment. Unless noted, calls follow the shape of the dose curve; as a rule, active = well fitted curve in the direction sought with a large enough effect; inconclusive = small, poorly fitted or top-dose-only effect, or another doubt; inactive = no such curve, though single readings can be large; an effect the other way counts as inactive or inconclusive.

SMILES	GLP1R inv ag	GLP1R ag	D3 ag	GLP1R cytotox	PLK1 PBD inh	PI5P4Ka inh	WRN helicase inh	D3 antag	IL2 activator
CCN1CCN(C(c2cccs2)C(C)NC(=O)c2ccccc2)CC1 (centres undefined)	6%	14%	-1	-11%	-7%	0	-3%	1	-1.0
Cc1ccc(S(=O)(=O)NCCSCc2ccco2)cc1	0%	7%	-4	11%	-14%	-1	-2%	-11	-3.1
COc1cc(C(O)c2nc(-c3cccc(C(F)(F)F)c3)cs2)ccc1F (centres undefined)	?	-2%	3	4%	-3%	20	-7%	-18	-0.5
Cc1cc(C)c(NC(=O)CN2CCN(S(=O)(=O)c3ccc4c(c3)OCCO4)CC2)c(C)c1	-5%	-2%	-5	5%	-10%	1	1%	-15	-1.0
CC(=O)Nc1ccccc1NC(=O)C/C(C)=N/NC(=O)c1cccnc1	13%	4%	-6	2%	-2%	2	6%	-5	0.7
Cc1cccc(CC2CC(=O)N(CCc3ccc4c(c3)OCO4)C2=O)c1 (centres undefined)	0%	2%	-1	10%	-2%	-6	5%	3	-0.6
COc1cc(/C=C2/NC(=O)N(Cc3ccccc3F)C2=O)ccc1O	-12%	5%	2	-5%	?	-4	-6%[57.1 µM]	-11	-0.1
COc1cc(OC)c(C2N(c3ccc(Cl)cc3)C(=O)C3CCCN32)cc1OC (centres undefined)	10%	7%	4	-8%	-7%	-2	-7%	18	-2.4
COc1cc(C(=O)NCc2ccc(C(=O)NCC(OC)OC)cc2)cc(OC)c1OC	14%	1%	-4	-9%	-8%	3	-26%	-8	-3.0
CC(=O)c1cccc(NC(=O)C2Cc3c(-c4ccco4)ccnc3O2)c1 (centres undefined)	21%	24%	3	-1%	-20%	3	2%[57.1 µM]	3	0.4
COc1ccc(-c2noc(C3CCCN(C(=O)c4ccccc4OC)C3)n2)cc1 (centres undefined)	-14%	24%	9	1%	-6%	2	4%	36	-2.5
O=C(O)c1cn(-c2ccc(N3CCCC3)c(F)c2)c2c(F)c(F)c(F)cc2c1=O	4%	3%	9	0%	?	0	-3%	5	0.4
Cc1ccc(NC(=O)c2ccccc2NC(=O)c2cccs2)cc1	-16%	10%	5	0%	-10%	17	5%	3	0.2
O=C(COC(=O)COc1ccc(Cl)cc1)NCc1ccc2c(c1)OCO2	-3%	5%	12	-8%	1%	2	7%	0	-0.4
Cc1ccc(-c2c(C(=O)N/N=C/C3CC=CCC3)nnn2-c2nonc2N)cc1 (centres undefined)	20%	-3%	1	7%	-8%	-10	-8%	-7	0.8
COc1cc(NC(=O)Cc2cccc3ccccc23)c(C(=O)O)cc1OC	26%	-3%	-2	-17%	0%	-3	1%	1	-0.7
O=C(CCc1ccccc1)NCCc1nc2ccccc2[nH]1	8%	1%	-3	6%	-2%	5	-5%	16	0.0
Cc1c(NC(=O)c2ccccc2NS(=O)(=O)c2ccc(F)cc2)c(=O)n(-c2ccccc2)n1C	-11%	0%	-11	1%	-11%	.	-16%	-2	-3.0
O=C(c1cccc(S(=O)(=O)NCc2ccccc2)c1)N1CCCCC1	9%	-1%	-15	18%	-8%	0	-7%	-12	-2.4
COc1ccc(NC(=O)c2cc(-c3cc(Cl)ccc3O)n[nH]2)c(OC)c1	12%	14%	1	2%	-13%	3	-6%	44	-0.2
CCOC(=O)C1CCCN(C(=O)CN2C(=O)NC(C)(c3ccc4ccccc4c3)C2=O)C1 (centres undefined)	-8%	0%	-10	-25%	2%	-9	-7%	-14	0.5
C[C@H]1CN=C(Nc2ccccc2)N1CC1CCC1	6%	7%	-1	0%	-11%	-2	-4%	-6	-1.9
Cc1cc(C)c2[nH]c(=O)c(CN(Cc3nnnn3C3CCCC3)C3CCCCC3)cc2c1	3%	-9%	3	10%	-10%	.	2%	17	-1.5
Cc1ccccc1Cn1cc(/C=N/n2cnnc2)c2ccccc21	?	6%	-2	-29%	0%	2	-7%	-24	-1.7
CC(=O)N1CCN(S(=O)(=O)c2cccc(C(=O)NNC(=O)COc3ccc(Cl)cc3C)c2)CC1	3%	2%	10	3%	-1%	-7	-3%	?	0.4

Part of the list above in order of SMILES length, descending:
SMILES	GLP1R inv ag	GLP1R ag	D3 ag	GLP1R cytotox	PLK1 PBD inh	PI5P4Ka inh	WRN helicase inh	D3 antag	IL2 activator
Cc1cc(C)c(NC(=O)CN2CCN(S(=O)(=O)c3ccc4c(c3)OCCO4)CC2)c(C)c1	-5%	-2%	-5	5%	-10%	1	1%	-15	-1.0
CCOC(=O)C1CCCN(C(=O)CN2C(=O)NC(C)(c3ccc4ccccc4c3)C2=O)C1 (centres undefined)	-8%	0%	-10	-25%	2%	-9	-7%	-14	0.5
COc1ccc(NC(=O)c2cc(-c3cc(Cl)ccc3O)n[nH]2)c(OC)c1	12%	14%	1	2%	-13%	3	-6%	44	-0.2
COc1ccc(-c2noc(C3CCCN(C(=O)c4ccccc4OC)C3)n2)cc1 (centres undefined)	-14%	24%	9	1%	-6%	2	4%	36	-2.5
Cc1cccc(CC2CC(=O)N(CCc3ccc4c(c3)OCO4)C2=O)c1 (centres undefined)	0%	2%	-1	10%	-2%	-6	5%	3	-0.6
COc1cc(NC(=O)Cc2cccc3ccccc23)c(C(=O)O)cc1OC	26%	-3%	-2	-17%	0%	-3	1%	1	-0.7

Next structures.
SMILES	GLP1R inv ag	GLP1R ag	D3 ag	GLP1R cytotox	PLK1 PBD inh	PI5P4Ka inh	WRN helicase inh	D3 antag	IL2 activator
CCN(CC)C(=O)[C@H]1CC(CC(=O)NCCCOC)C(=O)N2CCc3c([nH]c4ccccc34)[C@]12C (some centres undefined)	10%	-1%	-31	1%	-17%	-1	1%	-4	0.1
Clc1ccc2nc(C(Cl)(Cl)Cl)[nH]c2c1	1%	?	-1	8%	-14%	-22	-2%	-16	-0.6
CC(=O)Nc1cc(-c2ccccc2)ccc1O	2%	-1%	-2	-4%	-1%	.	34%	33	1.0
CCCOc1ccc(/C=N/Nc2ccccc2[N+](=O)[O-])c(OCCC)c1	-24%	-14%	-5	5%	-2%	1	-14%	0	-0.1
NC(=O)CSc1nnc(Cc2ccc3c(c2)OCO3)n1C1CCCCC1	0%	10%	-2	16%	27µM*	.	-5%	18	1.7
COc1cccc(C(=O)NNC(=O)c2ccc3ccccc3c2O)c1	-18%	-7%	4	-6%	-8%	-7	-3%	3	-0.3
N=c1sccn1CC(=O)NCc1ccc(Cl)cc1Cl	?	1%	-23	-19%	-10%	2	6%	4	0.2
Cc1cc(C)c2nc(N(CCCN(C)C)C(=O)c3ccc4c(c3)CCCC4)sc2c1	4.5µM*	-10%	-7	?	-5%	3	-6%	-28	-1.3
COC(=O)c1ccc(NC(=S)NC(=O)c2cc(-c3ccccc3)nc3ccccc23)cc1	-18%	1%	-7	3%	-17%	4	-6%	0	-0.1
N#C/C(=C\c1ccc(-c2ccccc2Cl)o1)C(=O)Nc1nc2ccccc2s1	3%	-18%	-5	2%	-21%	-7	?	-15	-2.7
COC(=O)c1ccc(OC(=O)CCN2C(=O)C3CCCCC3C2=O)cc1 (centres undefined)	13%	1%	1	13%	1%	13	11%	0	-0.9
CCc1nc2ccccc2n1CC1CC1(Cl)Cl (centres undefined)	-18%	6%	-4	0%	2%	-1	6%	5	-1.0
CCOc1ccc2nc(SC3CC(=O)N(c4ccc(C)cc4)C3=O)sc2c1 (centres undefined)	0%	1%	-7	1%	-11%	.	-4%	13	-1.7
O=C(NCC(c1ccco1)N1CCOCC1)c1cccc(Cl)c1 (centres undefined)	26%	3%	2	17%	0%	-3	-7%	6	-0.6
O=C(Cn1nnc2ccccc21)c1ccc([N+](=O)[O-])cc1	16%	1%	-3	-13%	2%	2	1%	1	-0.4
COC(=O)c1ccc(N2CCN(C)CC2)c(NC(=O)c2cccs2)c1	14%	15%	9	-3%	-7%	0	4%	-4	0.4
O=C(N=NC(=O)c1ccc2c(O)n(CC3CCCO3)c(O)c2c1)c1cccnc1 (centres undefined)	14%	3%	0	-10%	1%	-2	-1%	4	-0.1
O=C(Nc1ccc2ccccc2c1)c1ccc(Cl)cc1Cl	-26%	-1%	0	-3%	-1%	0	8%	-3	0.4
COCCCNc1nc2c(c(=O)[nH]c(=O)n2C)n1CC(O)COc1ccccc1 (centres undefined)	1%	0%	1	7%	-4%	.	8%	15	-2.0
CC(=O)c1sc(NC(=O)c2c(F)cccc2F)nc1C	14%	12%	0	13%	-10%	-18	-33%[57.1 µM]	-18	1.3
CC(C)N1CCN(CCCc2ccccc2)CC1CCO (centres undefined)	-13%	6%	-1	2%	5%	0	-1%	2	-0.3
C(=N\Nc1ncnc2nc[nH]c12)/c1cccs1	27%	5%	6	1%	4%	?	-22%	19	1.1
CCN1C(=O)CC2CCCC1C2 (centres undefined)	-1%	0%	-10	4%	-7%	8	5%	-4	-1.7
O=C(COC(=O)CCCN1C(=O)c2cccc3cccc(c23)C1=O)Nc1cccc(C(F)(F)F)c1	-11%	-1%	1	11%	-4%	20	-23%	8	-2.7
CCCCC[n+]1cccc2c3ccccc3ccc21	-26%	0%	-6	-18%	0%	3	-7%	1	-0.2
(continued)
SMILES	GLP1R inv ag	GLP1R ag	D3 ag	GLP1R cytotox	PLK1 PBD inh	PI5P4Ka inh	WRN helicase inh	D3 antag	IL2 activator
COc1cccc(-c2oc3c(c2-c2ccc(Br)nc2)C(O)CCC3)c1 (centres undefined)	?	25%	6	-5%	-5%	1	-3%	23	1.8
COc1ccccc1C(=O)N1CCN(c2ccc(N3CCOCC3)nn2)CC1	1%	-2%	-9	-1%	-6%	-6	16%	-12	-2.7
CC1CN(C2CCN(C(=O)c3cccc(Cl)c3)CC2)CC(C)O1 (centres undefined)	-2%	1%	-5	-7%	-4%	0	-3%	?	-2.5
CC(C)Sc1nc(N2CCOCC2)c2c3c(sc2n1)COC(C)(C)C3	?	2%	3	4%	-13%	.	-7%	17	1.5
CC(C)c1cc(CN2CCOCC2)cc(C(C)C)c1O	4%	-2%	-8	10%	-4%	0	0%	17	-2.8
C[C@@H]1CN(Cc2cn(C)nc2-c2cccc(Cl)c2)C[C@H](C)O1	1%[7.66 µM]	9%	-8	0%[7.66 µM]	-27%	6	2%	-15	1.6
